# PTK2B oligo ant = blocks oligomerization of human Pyk2 in cells; Q14289; Q293 cells, Pyk2 FERM NanoBiT luminescence; active compounds read low; z-score (the deposit names both 25 µM and 10 µM); 99,000 tested, 0.83% active; AID 1347419;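 active = Z-score of -3 or lower, scaled per plate to the spread of control and sample wells; inactive = z-score above -3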;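 also: negative z-score means lost luminescence so less FERM oligomerization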
# Target sequence (Q14289 whole entry, looked up): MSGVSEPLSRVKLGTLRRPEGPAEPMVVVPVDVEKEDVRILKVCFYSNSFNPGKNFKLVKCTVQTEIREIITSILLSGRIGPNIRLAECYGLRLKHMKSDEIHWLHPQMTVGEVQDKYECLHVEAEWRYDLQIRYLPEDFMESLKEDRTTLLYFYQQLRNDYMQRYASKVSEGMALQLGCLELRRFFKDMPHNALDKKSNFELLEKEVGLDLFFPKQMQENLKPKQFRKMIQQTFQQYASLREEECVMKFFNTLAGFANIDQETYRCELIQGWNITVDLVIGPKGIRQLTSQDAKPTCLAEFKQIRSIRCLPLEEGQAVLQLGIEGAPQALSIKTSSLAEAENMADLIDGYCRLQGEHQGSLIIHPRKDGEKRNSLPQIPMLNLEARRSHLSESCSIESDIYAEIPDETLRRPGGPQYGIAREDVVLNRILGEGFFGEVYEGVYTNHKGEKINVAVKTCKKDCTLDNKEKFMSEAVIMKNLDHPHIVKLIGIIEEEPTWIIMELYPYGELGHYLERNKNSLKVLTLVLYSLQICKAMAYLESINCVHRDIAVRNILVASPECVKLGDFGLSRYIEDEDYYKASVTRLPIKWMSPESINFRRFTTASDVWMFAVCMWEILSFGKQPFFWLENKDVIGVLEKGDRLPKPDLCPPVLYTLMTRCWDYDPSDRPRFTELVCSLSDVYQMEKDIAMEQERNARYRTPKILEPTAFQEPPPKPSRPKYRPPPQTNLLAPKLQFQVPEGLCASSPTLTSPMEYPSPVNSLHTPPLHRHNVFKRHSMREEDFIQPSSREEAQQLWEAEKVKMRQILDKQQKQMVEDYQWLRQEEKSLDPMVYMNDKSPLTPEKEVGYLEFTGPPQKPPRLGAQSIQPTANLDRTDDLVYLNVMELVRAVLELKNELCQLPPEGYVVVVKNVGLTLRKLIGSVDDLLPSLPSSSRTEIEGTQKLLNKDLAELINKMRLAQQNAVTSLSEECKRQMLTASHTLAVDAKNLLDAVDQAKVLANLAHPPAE
# * hit, by the source's call.
Compound	PTK2B oligo ant
COC(=O)c1cc(NC(=O)Nc2ccccc2)ccc1Cl	-1.4
CN1CCCC(CC2Oc3ccccc3Sc3ccccc32)C1 (stereo unspecified)	-0.76
COc1nc(N)nc(N2CCOCC2)n1	-0.35
Cc1ccc(/C=N\NC(=O)c2cc(OCC(F)(F)F)ccc2OCC(F)(F)F)cc1	1.4
COCCCNC(=O)CNC(=S)N(Cc1cc(OC)c(OC)c(OC)c1)C1CCCC1	0.81
COc1cccc(C2(c3cccc(OC)c3)CC2C(=O)Nc2ccccc2Cl)c1 (stereo unspecified)	-2.2
COC(=O)c1c(NC(=O)c2ccccc2N(C)S(=O)(=O)c2ccccc2)sc2c1CCCC2	-0.41
Cc1ccc(NS(=O)(=O)c2cc(NC(=O)c3cc4c(s3)CCCC4)ccc2C)c(C)c1	0.74
N#C/C(=C\c1ccc(N2CCOCC2)o1)C(=O)N1CCOCC1	0.12
Cc1ccccc1Nc1nnc(SCC(=O)N(C)C2CCS(=O)(=O)C2)s1 (stereo unspecified)	1.1
COc1ccc(NC(=O)COC(=O)CCCN2C(=O)c3ccccc3C2=O)cc1Cl	0.87
Cc1c(Cl)c([N+](=O)[O-])nn1Cc1ccc(C(=O)Nc2ccc(Cl)cn2)o1	-0.76
CCCCCn1cnc2sc(CC)cc2c1=O	-0.2
COc1ccc(C2C3=C(CCCC3=O)Nc3nc(C(F)(F)F)nn32)cc1OC (stereo unspecified)	-0.2
CC1=C(C(=O)OC(C)C)C(c2ccccc2)NC(=S)N1C (stereo unspecified)	0
Cc1ccc(NC(NC(=O)c2cccnc2)C(Cl)(Cl)Cl)cc1 (stereo unspecified)	-0.24
CCOc1ccc(OCc2cccc(C(=O)O)c2)cc1	0.25
CN(C)CCCNC(=S)NCc1ccc(Cl)cc1	0.46
COc1ccc2cc(/C=N/NC(=O)c3c(Cl)cnn3C)c(Cl)nc2c1	1.7
COc1ccc(NC(=S)Nc2ccc3nsnc3c2)cc1	-2
COc1ccc(/C=N/S(=O)(=O)CCc2ccccc2)c(OC)c1	2.1
COC(=O)CC1C(=O)NCCN1C(=S)Nc1cccc(C)c1 (stereo unspecified)	1.1
COc1ccc(C(=O)Nc2cc(C(F)(F)F)ccc2-n2cnc3ccccc32)cc1	-1.1
Cc1ccc(C(=O)Nc2nc(=O)n(C(=O)CC(C)C)s2)cc1	-0.39
CN(C)C(/C=C/Nc1ccc(F)cc1)=C(C#N)C#N	-0.05
CCCCOc1cccc(C(=O)NNC(=S)NC2CCCCC2)c1	0.19
Cc1cccc(OCCSc2nc3c([nH]2)c(=N)ncn3Cc2ccccc2)c1	-1.1
CCOc1ccc(NC(=O)CC2C(=O)N(C)C(=S)N2Cc2ccc3c(c2)OCO3)cc1 (stereo unspecified)	-1.6
Cc1ccc(-c2csc3nc[nH]c(=S)c23)cc1C	0.92
Cc1ccc(S(=O)(=O)NC(C(=O)Oc2ccc3c(C)c(Cl)c(=O)oc3c2)c2ccccc2)cc1 (stereo unspecified)	-0.02
Cc1ccc(C(=O)N/C(=C\c2ccco2)C(=O)NCCCn2ccnc2)cc1C	1.1
COC(=O)c1cc(NS(=O)(=O)c2ccc(N3CCC(C)CC3)c([N+](=O)[O-])c2)cc(C(=O)OC)c1	-0.48
Cc1cc(C)n(CCC(=O)N/N=C/c2ccccc2O)n1	1.1
Clc1ccc(C(c2nnnn2C2CCCC2)N2CCN(Cc3ccncc3)CC2)cc1 (stereo unspecified)	-0.67
CC(NS(=O)(=O)c1ccc(Br)cc1)C(=O)NCCc1ccccc1 (stereo unspecified)	0.53
Cc1ccc(S(=O)(=O)/N=C2/C=C(Sc3ncn[nH]3)C(=O)c3ccccc32)cc1	-3.2*
CC(=O)OCc1c(C(F)(F)F)nn(C)c1Oc1ccccc1	0.79
COc1ccccc1-c1nnc(Nc2nc3c(OC)cccc3s2)o1	1.3
Cc1ccc(-n2cc(-c3ccccc3)c3c(=O)[nH]cnc32)cc1	-0.81
COc1ccc(NC(=O)CSc2nc3[nH]ncc3c(=O)n2-c2ccccc2C)cc1OC	-0.84
CCOc1cccc(OCCn2cnc3ccccc3c2=O)c1	0.98
COc1cc([C@@H]2[C@H]3CN(C)CC=C3C(C#N)=C(N)C2(C#N)C#N)cc2c1OCO2	-0.14
COc1cccc(OCC(=O)NNC(=O)C(=O)N2CCCC2)c1	0.47
CC(=O)N1Cc2ccccc2C(C)CC12CCCCC2 (stereo unspecified)	-0.68
COc1ccc(OCCSc2nnc(-c3cccnc3)n2N)cc1	0.27
Cc1cccc(C)c1NC(=O)CN1N=NC2C(=O)N(c3cccc(Cl)c3)C(=O)C21 (stereo unspecified)	0.29
CC(C)(C)C1CCc2c(sc(NC(=O)CSc3nnc(-c4ccccc4)o3)c2C#N)C1 (stereo unspecified)	-0.03
CC(C)(C)C(=O)N1CCC[C@H]1C(O)(c1ccccc1)c1ccccc1	-0.48
CC(Oc1ncnc2ccccc12)C(=O)Nc1cccc(S(=O)(=O)N2CCOCC2)c1 (stereo unspecified)	0.76
CCn1c(C(C)NC(=O)c2ccc(C)cc2)n[nH]c1=S (stereo unspecified)	0.28

# An excerpt of these results, with values ahead of the structure.
PTK2B oligo ant | Molecule
0.19 | CCCCOc1cccc(C(=O)NNC(=S)NC2CCCCC2)c1
-1.1 | Cc1cccc(OCCSc2nc3c([nH]2)c(=N)ncn3Cc2ccccc2)c1
-1.6 | CCOc1ccc(NC(=O)CC2C(=O)N(C)C(=S)N2Cc2ccc3c(c2)OCO3)cc1 (stereo unspecified)
0.92 | Cc1ccc(-c2csc3nc[nH]c(=S)c23)cc1C
-0.02 | Cc1ccc(S(=O)(=O)NC(C(=O)Oc2ccc3c(C)c(Cl)c(=O)oc3c2)c2ccccc2)cc1 (stereo unspecified)
1.1 | Cc1ccc(C(=O)N/C(=C\c2ccco2)C(=O)NCCCn2ccnc2)cc1C

# Carrying on.
Compound	PTK2B oligo ant
O=C(Cc1ccc(Cl)cc1)Oc1cccc2cccnc12	1.4
Cc1nn(C)cc1-c1n[nH]c(=S)n1-c1ccc(Cl)cc1	1.5
COc1cc(C(=O)Nc2ccccc2N2CCOCC2)ccc1OCc1c(C)noc1C	0
CCOC(=O)c1c(NC(=O)C2CCCN(S(=O)(=O)c3ccc(C)cc3)C2)sc2c1CCCC2 (stereo unspecified)	0.26
Cc1ccc(NC(=O)c2cc(S(=O)(=O)NCCC3=CCCCC3)ccc2F)cc1	-0.04
O=C(Nc1cccc(S(=O)(=O)C(F)F)c1)c1ccc(Cl)c(S(=O)(=O)N2CCOCC2)c1	-3*
CC(C)C(=O)Nc1ccc2c3c(cccc13)CC2	-0.27
COc1ccccc1C(=O)NNC1CC(=O)N(c2ccc3c(c2)OCCO3)C1=O (stereo unspecified)	1.2
O=C(O)c1cccc(-c2ccc(/C=N/NC(=O)c3cccnc3)o2)c1	-0.26
Clc1nc(-c2n[nH]nc2Cl)n[nH]1	-0.21
CCOC(=O)N1CCN(C(=O)CCc2c(C)nc3c(c(C)nn3-c3ccc(C)c(C)c3)c2C)CC1	-0.49
N#Cc1cc(-c2ccccc2)cnc1Sc1ccccc1	-1.1
CC(/C=C/c1ccco1)=N\NC(=O)c1cccc(Cl)c1	0.14
CCC(CC)c1nnc(NC(=O)C2CC(=O)N(c3ccc4c(c3)OCCO4)C2)s1 (stereo unspecified)	-1.9
Cn1cccc1/C=C1\SC(=O)N(c2ccccc2)C1=O	-0.5
Cc1csc(NC(=S)Nc2cccc(Cl)c2)n1	-0.82
CC(=O)N1CCCc2cc(S(=O)(=O)NCCC3=CCCCC3)ccc21	0.37
O=C1NC2=C(CCc3ccccc32)C(c2ccccc2)N1 (stereo unspecified)	-0.21
COC(=O)N/N=C/c1cn(CCCOc2ccccc2)c2ccccc12	-0.7
O=C(CNc1ccccc1-c1ccccc1)NCc1ccccc1	-0.3
Cc1cc([N+](=O)[O-])cc(C)c1OCC(=O)N/N=C/c1ccc(OC(=O)c2ccccc2Br)cc1	-0.32
CC(=O)c1ccc(NC(=O)c2cn(-c3ccccc3)nc2-c2ccncc2)cc1	-1.3
Cc1nn(-c2ccccc2)c(C)c1/C=N/NC(=O)c1cccs1	-0.79
COC(=O)C1=C(C)N(C(C)c2ccccc2)C(=O)C1 (stereo unspecified)	1.7
CC(=O)NS(=O)(=O)c1ccc(N=NN2CCOCC2)cc1	0.11

# Compounds shown so far with bromine (2):
Compound	PTK2B oligo ant
CC(NS(=O)(=O)c1ccc(Br)cc1)C(=O)NCCc1ccccc1 (stereo unspecified)	0.53
Cc1cc([N+](=O)[O-])cc(C)c1OCC(=O)N/N=C/c1ccc(OC(=O)c2ccccc2Br)cc1	-0.32

# Next section.
Compound	PTK2B oligo ant
Cc1ccccc1Nc1nc(N)nc(COC(=O)c2cccc(S(=O)(=O)N(C)C)c2)n1	-0.76
CC(C)(Oc1ccc(CCNC(=O)c2ccc(-c3ccccc3)o2)cc1)C(=O)O	0.01
CN1CCN(NC(=O)c2cccc(Br)c2)CC1	-0.71
CCOC(=O)c1ccc(Nc2cc(C)nc(-c3ccccc3O)n2)cc1	-1.2
CCc1ccc2c(c1)cc(CN(C(=S)Nc1ccccc1Cl)C1CC1)c1nnnn12	0.16
CN=c1sc(C(=O)Nc2cccc(Cl)c2)cc(=O)n1C	-0.44
COc1cccc(-c2cc(N3C(=O)Nc4ccccc4N3O)n[nH]2)c1	0.19
S=C(NCc1cccs1)Nc1ccccc1Cl	-0.34
N#C/C(=C\c1ccc(OC(=O)c2cccs2)cc1)c1nc2ccccc2[nH]1	-1.1
O=C(NC(NC(=O)c1ccccc1)c1cccc([N+](=O)[O-])c1)c1ccccc1	0.6
CCCCOC(=O)c1ccc(NC(=S)NC(=O)c2c(Br)c(C)nn2C)cc1	0.8
Cn1c(CO)cnc1S(=O)(=O)Cc1ccc([N+](=O)[O-])cc1	0.65
Cc1ccc(S(=O)(=O)N2CCOCC2)c(C)c1NS(C)(=O)=O	0.21
N#CC1=C(N)C(C#N)(C#N)[C@H](c2ccncc2)[C@H]2CN(C(=O)OCc3ccccc3)CC=C12	-0.27
O=C(CN1CCC(Cc2ccccc2)CC1)NC(=O)NCc1ccccc1	-0.86
CC1CCCC(NC(=O)COC(=O)c2ccccc2Sc2ccccc2C#N)C1C (stereo unspecified)	-1.9
CCOC(=O)c1sc(NC(=O)Nc2ccccc2F)nc1C	0.38
Cc1ccc(CNC(=O)C2(c3cccs3)CCOCC2)cc1	-0.17
CN(C)S(=O)(=O)c1ccc(N2CCCC2)c(C(=O)Nc2nc(-c3cc(F)ccc3F)cs2)c1	-0.2
COc1ccc(C(=O)CSc2nnc(NC(=O)C3CC(=O)N(c4ccccc4)C3)s2)cc1 (stereo unspecified)	-0.54
CC(=O)Nc1ccc(NC(C)=C(C#N)C#N)cc1	-0.06
CNC(=S)N(Cc1ccc(OC)cc1)C1CC(=O)N(c2ccc(OC)cc2)C1=O (stereo unspecified)	-0.41
COC(=O)c1sccc1NC(=S)N1CCN(c2ccc(F)cc2)CC1	0.25
O=C(CCc1ccc(Oc2cc([N+](=O)[O-])cc([N+](=O)[O-])c2)cc1)N1CCCCC1	1.6
COc1ccc2c(c1OC)C(=O)N1N=C(c3ccc(Cl)cc3)CC21 (stereo unspecified)	-0.45
O=C(CC(NC(=O)c1ccccc1Cl)c1ccccc1)NCCc1ccc(Cl)cc1 (stereo unspecified)	-0.26
O=C(Cc1coc(-c2ccc(F)cc2)n1)N1CCOCC1	-0.35
CCCCn1c(NS(=O)(=O)c2ccc(C)cc2)c(S(=O)(=O)c2ccccc2)c2nc3ccccc3nc21	-1.6
Cc1nn(Cc2ccc(Cl)cc2)c(C)c1NC(=O)CSc1n[nH]c(C)c1[N+](=O)[O-]	-0.42
Cc1nc(SCC(=O)NC(C)(C#N)C2CC2)c2c(-c3cccs3)csc2n1 (stereo unspecified)	-1.9
CCCCOC(=O)c1ccc(NC(=O)COC(=O)CSc2nc(C)cc(C)n2)cc1	0.4
O=C(NCc1cccnc1)C(=O)NCC(c1ccco1)N1CCN(c2ccccc2)CC1 (stereo unspecified)	1.3
COc1ccc(CN2CCC(C(=O)N(C)CCc3ccc(OC)c(OC)c3)CC2)c(OC)c1	0.37
Cc1cc(N2CCOCC2)c2c(N)c(Br)cc(C)c2n1	-0.4
CCc1ccc2c(c1)cc(CN(C(=S)Nc1ccccc1C)C1CC1)c1nnnn12	0.49
Cc1ccc(C)c(NC(=O)Cc2nc(CCl)cs2)c1	0.26
C=CCn1c(NS(=O)(=O)c2ccccc2)c(S(=O)(=O)c2ccc(C)cc2)c2nc3ccccc3nc21	0.8
COc1nc(Nc2ccc([N+](=O)[O-])cc2)nc(NC(C)C)n1	-1
CCc1nnc(NS(=O)(=O)c2ccc(N/C=C\C(=O)c3ccc4ccccc4c3)cc2)s1	0.05
N#CCCN(C(=O)COc1ccc(Cl)cc1Cl)c1ccccc1	0.01
CCc1ccccc1NC(=O)CN(C)C(=O)CSc1nnc(Nc2cccc(C)c2C)s1	-0.03
Cc1c(Cl)cccc1NC(=O)c1ccc(OCC(=O)NCc2ccccc2)cc1	-1.1
COc1cccc(-n2c(C)nn(C)c2=O)c1	0.81
O=C(COC(=O)c1ccccn1)NCc1ccccc1	-0.47
Cc1nc2ccc(NC(=O)c3ccc(Cl)c(S(=O)(=O)N(C)c4ccccc4)c3)cc2s1	-2.6
CCOC(=O)C(=CNc1cc(C)nn1C(C)(C)C)C(=O)OCC	1
CCCNC(=O)c1cc2c3ccccc3n(C)c2s1	0.17
Cc1ccc(/C(N)=N/OC(=O)c2cccs2)cc1	0.62
COc1ccc(S(N)(=O)=O)cc1C(=O)NCCCN1CCN(c2ccccc2OC)CC1	1.1
CCc1cccc(CC)c1NC(=S)NCc1ccc2c(c1)OCO2	-0.72

# Source: PubChem BioAssay

# These rows are one share of the data. The share of hits here may be higher or lower than overall.
